# Bioassay records as filed in PubChem.
# CHT allo act – allosterically activates the human high affinity choline transporter; Q9GZV3; CHT-expressing cells, membrane potential dye, choline EC20; stronger effect = higher value; LV-AA mutant CHT in HEK293 cells; B-score at 10 µM; 0.49% of 310,000 active;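 active = initial fluorescence not abnormally high and integrated response B-score, plate-corrected, over 3 SD above library mean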
# Target sequence (Q9GZV3 whole entry, looked up): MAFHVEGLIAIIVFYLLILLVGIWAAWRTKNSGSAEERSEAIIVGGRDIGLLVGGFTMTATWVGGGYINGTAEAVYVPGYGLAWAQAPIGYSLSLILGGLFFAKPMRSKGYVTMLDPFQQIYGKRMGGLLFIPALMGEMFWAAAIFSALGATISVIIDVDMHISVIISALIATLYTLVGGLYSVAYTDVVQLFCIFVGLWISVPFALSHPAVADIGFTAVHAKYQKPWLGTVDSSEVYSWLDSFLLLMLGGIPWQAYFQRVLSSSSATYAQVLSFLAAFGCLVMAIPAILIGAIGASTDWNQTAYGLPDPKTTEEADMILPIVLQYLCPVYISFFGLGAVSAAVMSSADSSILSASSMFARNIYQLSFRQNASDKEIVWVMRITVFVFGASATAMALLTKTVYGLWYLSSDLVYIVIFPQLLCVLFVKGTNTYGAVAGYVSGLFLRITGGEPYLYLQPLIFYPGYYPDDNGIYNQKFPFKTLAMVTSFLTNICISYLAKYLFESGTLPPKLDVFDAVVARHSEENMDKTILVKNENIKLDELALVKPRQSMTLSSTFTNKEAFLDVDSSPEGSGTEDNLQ
# CHT block – human CHT choline transport inhibition. Q9GZV3. CHT-expressing cells, membrane potential dye, choline response; stronger effect = lower value. B-score at 10 µM. 0.86% of 310,000 active;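 active = B-score over 3 SD under the library average, and starting fluorescence ratio not unusually high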;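 note: choline stimulus applied at its EC90 after an EC20 pre-addition; B-score computed on integrated fluorescence ratio after choline addition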
# * = called active by the depositor; i = inactive.
Structure	CHT allo act	CHT block
Cc1cc(NCCNC2=CC(=O)CCC2)nc2ccccc12	i	i
CCOc1ccc(S(=O)(=O)N(CC)CC(=O)NCc2cccnc2)cc1	i	i
O=C(Nc1ccc(N2CCOCC2)c(S(=O)(=O)Nc2ccc(Cl)cc2)c1)c1cnccn1	i	i
CCc1nnc(SCC(=O)NC2CC2)n1CC	i	i
COc1cc(CNc2ccc(N3CCCCC3)cc2)ccc1OCC(=O)NC(C)(C)C	i	-9.9*
CC(=O)c1cccc(NC(=O)N2CCC(NC(=O)c3ccco3)CC2)c1	i	i
CCc1noc(C)c1C(=O)NC1CCCc2c1cnn2-c1ccc(C(C)(C)C)cc1 (centres undefined)	i	i
NC(=NCCc1c[nH]c2ccccc12)NS(=O)(=O)c1cc(F)ccc1F	i	i
O=C(Nc1nc(-c2nc3ccccc3s2)cs1)c1ccc(S(=O)(=O)N2CCOCC2)cc1	i	i
COc1ccc(CCC(C)Nc2cccc(F)c2)cc1 (centres undefined)	i	i
N#Cc1c(NC(=O)CN2CCOCC2)oc(-c2ccccc2)c1-c1ccccc1	i	i
COc1cccc(C2C3=C(CC(C)(C)CC3=O)Nc3cc4c(cc32)OCO4)c1 (centres undefined)	i	i
COc1cccc(Nc2c([N+](=O)[O-])cncc2[N+](=O)[O-])c1	i	i
CCOc1ccc(OCC)c(NC(=O)CCNS(=O)(=O)c2cc(Br)cnc2N)c1	i	i
O=C(CN(C(=O)CCC(=O)Nc1ccccn1)C1CCCC1)NCc1ccccc1	i	i
CCCOc1ccc(OCC(=O)c2[nH]c(C)c(C(C)=O)c2C)cc1	i	i
CN(C)C(=O)CSc1nc2ccccc2c(=O)[nH]1	i	i
CC1Cc2ccccc2N1C(=O)CN1C(=O)CN(C)C(=O)c2ccccc21 (centres undefined)	i	i
Nc1ncnc(NCc2ccc(F)cc2)c1[N+](=O)[O-]	i	i
CCC(=O)Nc1ccc(C(=O)CSc2nc3ccccc3[nH]2)cc1	i	i

# Some of the entries so far, as labelled records.
Nc1ncnc(NCc2ccc(F)cc2)c1[N+](=O)[O-]
  CHT allo act: i
  CHT block: i
CC1Cc2ccccc2N1C(=O)CN1C(=O)CN(C)C(=O)c2ccccc21 (centres undefined)
  CHT allo act: i
  CHT block: i
CN(C)C(=O)CSc1nc2ccccc2c(=O)[nH]1
  CHT allo act: i
  CHT block: i
CCC(=O)Nc1ccc(C(=O)CSc2nc3ccccc3[nH]2)cc1
  CHT allo act: i
  CHT block: i

# More results follow.
Structure	CHT allo act	CHT block
c1ccc(Cn2ncc3c(N4CCOCC4)ncnc32)cc1	i	i
CCOc1ccc(C)cc1S(=O)(=O)n1ccnc1	i	i
Cc1ccc(NC(=O)c2ccc(Cl)c(S(=O)(=O)N3CCCC3)c2)nc1	i	i
O=C1CC(N2CCN(Cc3ccc4c(c3)OCO4)CC2)C(=O)N1CCc1ccccc1 (centres undefined)	i	i
COc1ccc(N2CCN(C(=O)CSc3nc4[nH]ncc4c(=O)n3-c3ccc(Br)cc3)CC2)cc1	i	i
O=C1Nc2ccccc2C1(O)c1ccccc1O (centres undefined)	i	i
Cc1ccc(C(=O)Nc2cccc(-c3ccc(N4CCOCC4)nn3)c2)cc1C	i	i
COc1ccccc1CNC(=O)CN(CCc1ccccc1)S(C)(=O)=O	i	i
N#Cc1c2c(c(Nc3ccccc3)n3c1nc1ccccc13)CCC2	i	i
COc1cc(OC)cc(C(=O)Nc2ccc(C(=O)NCC3CCCO3)cc2)c1 (centres undefined)	i	i
C/C(=N\NC(=O)Cn1ccc(C(F)(F)F)n1)c1ccco1	i	i
CCc1nnc(NC(=O)CSc2nnc3ncccn23)s1	i	i
O=C(O)c1ccc(C2(c3ccc(C(=O)O)cc3)OC(=O)c3ccccc32)cc1	i	i
Cc1cc2cc(CNC(=O)c3ccc(Br)o3)ccc2[nH]1	i	i
CS(=O)(=O)N(CC(=O)N1CCCC1)c1ccc(OCc2ccccc2)cc1	i	i
CCOc1ccc(C(=O)N/N=C/c2ccc(-c3ccc(S(=O)(=O)Nc4ncccn4)cc3)o2)cc1	i	i
O=C(Nc1ccc(Cl)c([N+](=O)[O-])c1)c1cnccn1	i	i
c1cncc(-c2nn3c(Cn4cnc5ccccc54)nnc3s2)c1	i	i
Cc1ccc(C)c(NC(=O)C2(C)CC3c4ccccc4C2c2ccccc23)c1 (centres undefined)	i	i
O=C1/C(=C/c2ccccc2)Nc2ccccc21	i	i

# Another view of part of the listing above:
# Below each SMILES – CHT allo act, CHT block
O=C1CC(N2CCN(Cc3ccc4c(c3)OCO4)CC2)C(=O)N1CCc1ccccc1 (centres undefined)
    i, i
COc1ccc(N2CCN(C(=O)CSc3nc4[nH]ncc4c(=O)n3-c3ccc(Br)cc3)CC2)cc1
    i, i
O=C1Nc2ccccc2C1(O)c1ccccc1O (centres undefined)
    i, i

# (listing goes on)
Structure	CHT allo act	CHT block
O=C(c1ccc2c(c1)OCCO2)C1CCN(S(=O)(=O)c2ccc(F)cc2)CC1	i	i
CC(C)CCNC(=O)CNC(=O)c1cccs1	i	i
O=C(O)c1cc2c([nH]c1=O)CCCC2	i	i
COc1cccc(-c2nc(CS(=O)(=O)CC(=O)Nc3ccccc3C)c(C)o2)c1	i	i
O=C(c1ccccc1)c1ccc(O)cc1O	i	i
CCC(c1nc2ccccc2c(=O)n1-c1nc2ccccc2s1)N1C(=O)c2ccccc2C1=O (centres undefined)	i	i
Cc1cc(SCC2=NNC(=O)C2)c(Cl)cc1Cl	i	i
CCOC(=O)c1sc(NC(C)=O)nc1C	i	i
CCOC(=O)c1c(C)[nH]c(C)c1C(=O)COC(=O)c1cccc(C)c1O	i	i
COc1ccc(CNCC(O)COc2ccc(C)cc2[N+](=O)[O-])cc1 (centres undefined)	i	i
Cc1cc(C)c(NC(=O)c2ccccc2N(C)S(C)(=O)=O)c(C)c1	i	i
Cn1nc(C(F)(F)F)c2cc(C(=O)Nc3ccc(F)c(Cl)c3)sc21	i	i
CC1CCC(NC(=O)CN2C(=O)NC(C)(C)C2=O)CC1 (centres undefined)	i	i
CC(=O)Oc1ccc(-c2ccc(C(=O)Nc3cccc(S(=O)(=O)N4CCOCC4)c3)cc2)cc1	i	i
Cc1oc(-c2ccc(Cl)cc2)nc1CN1CCCC(C(=O)NCc2ccco2)C1 (centres undefined)	i	i
C=CCn1c(NC(=O)c2ccc(C)cc2)nc2ccccc21	i	i
O=C(C[n+]1cc(-c2ccc(Cl)cc2)n2c1CCC2)Nc1nc(-c2ccc(F)cc2)cs1	i	i
Cc1cc(=O)[nH]c(SCC(=O)Nc2nonc2C)n1	i	i
COc1cc(C(=O)N/N=C(\C)Cn2nc([N+](=O)[O-])cc2C)ccc1O	i	i
COc1ccc(CCNC(=O)C2(c3ccccc3)CC2)cc1	i	i
Cc1ccc(NCN2C(=O)C3C4CCC(C4)C3C2=O)cc1 (centres undefined)	i	i
Cc1c(NC(=O)CSc2ccccn2)c(=O)n(-c2ccccc2)n1C	i	i
CC(c1ccccc1F)n1cc(C(=O)NCCCn2ccnc2)nn1 (centres undefined)	i	i
Cc1cccc(NC(=S)NCC23C=CC(O2)C2C(=O)N(c4ccc(Cl)cc4)C(=O)C23)c1 (centres undefined)	i	i
Oc1ccccc1Oc1ncc(Br)c(N2CCOCC2)n1	i	i
O=C(NCCCN1CCCCC1)C1CCCN(c2ncnc3c2nc2n3CCCCC2)C1 (centres undefined)	i	i
CCOC(=O)c1ccc(NC(=O)C(=O)NCC2(c3ccc(OC)cc3)CCOCC2)cc1	i	i
O=C(CCNS(=O)(=O)c1ccc(Br)s1)Nc1ccc(Cl)cc1	i	i
COc1ccc(-c2cc(C(=O)Nc3ccc(Cl)cc3Cl)c3ccccc3n2)cc1OC	i	i
CCCNS(=O)(=O)c1ccc(OCC(=O)OC)cc1	i	i
COc1ccc(C(=O)N2CCN(S(=O)(=O)c3cc(Cl)ccc3OC)CC2)cc1	i	i
Cc1cccc(NC(=S)N(Cc2ccc(Br)cc2)Cc2ccc(C(=O)O)cc2)c1	i	i
COc1ccc(C2N(c3ccc(OC)cc3)C(=S)N3CCCN23)cc1 (centres undefined)	i	i
O=C(O)c1cn[nH]c1-n1cnnn1	i	i
O=C(N/N=C/c1ccc(COc2ccc(Br)cc2)o1)c1ccco1	i	i
Cn1ccc(C(=O)Nc2ccc(Br)cc2Br)n1	i	i
CCN1CCN(S(=O)(=O)c2c(C)cc(C)cc2C)CC1	i	i
COc1ccc(N(C2CSC2)S(=O)(=O)c2ccccc2)cc1	i	i
O=Nc1c(O)n(Cc2cccc(Cl)c2)c2ccccc12	i	i
CCOC(=O)C1CCCN(C(=O)Cn2cccc2C(=O)c2ccccc2)C1 (centres undefined)	i	i
CC1=C(C(=O)OCC2CCCO2)C(c2ccsc2)C2=C(CCCC2=O)N1 (centres undefined)	i	i
COC(=O)/C(C#N)=C/c1c(Oc2cccc(C)c2C)nc2ccccn2c1=O	i	i
CCOC(=O)NCC(C#CCN(CC)CC)N(CC)CC (centres undefined)	i	i
COc1ccc(N(CC(=O)NCc2ccc(F)cc2)C(=O)CCC(=O)Nc2ccccn2)cc1	i	i
COc1cccc(CNC(=O)CN2C(=O)COc3ccc(S(=O)(=O)N4CCCCC4)cc32)c1	i	i
COc1ccc2[nH]c(=O)c(CN(CC3CCCO3)S(=O)(=O)c3ccccc3F)cc2c1 (centres undefined)	i	i
COCCCN(C(=O)c1ccccc1)c1nc(-c2ccc(OC)cc2)cs1	i	i
O=C(O)CCn1[nH]c(=O)c2ccccc2c1=O	i	i
CCOC(=O)C1CCCN(C(=O)Cn2ncc3c([nH]c4ccc(C)cc43)c2=O)C1 (centres undefined)	i	i
O=C(CCN1CCCCC1c1cccnc1)NCc1ccccc1 (centres undefined)	i	i

# Next part.
Structure	CHT allo act	CHT block
CC(=O)CSc1ncnc2c1cnn2-c1ccccc1	i	i
CCCNC(=O)Cn1nc(C)n2c(cc3cc(F)ccc32)c1=O	i	i
CC(C)(C)c1nnc(NC(=O)Cc2ccccc2[N+](=O)[O-])s1	i	i
CC1CC(C)CN(CCCNC(=O)c2ccc3nc(N4CCOCC4)sc3c2)C1 (centres undefined)	i	i
O=C(C1=C(O)C(=O)N(CCCN2CCOCC2)C1c1ccccn1)c1cc2ccccc2o1 (centres undefined)	i	i
Cc1ccc(C(=O)N/N=C\c2ccc(Br)o2)o1	i	i
COc1cc2cc(CN(CCCN3CCOCC3)C(=O)Nc3ccccc3F)c(=O)[nH]c2cc1OC	i	i
COC(=O)c1c(C)[nH]c(C(=O)OCC(=O)NC(C)(C)C)c1C	i	i
CCN(CC)c1ccc(CN(C(=O)c2ccco2)C2CCS(=O)(=O)C2)cc1 (centres undefined)	i	i
COc1cc(/C=N/NC(=O)c2cccnc2)ccc1OCC(=O)Nc1ccccc1Cl	i	i
Cc1ccc(-c2noc(CCC(=O)NCCc3ccccc3Cl)n2)cc1	i	i
COCCCNC(=O)c1ccc(Cn2c(=O)c3ccccc3n(CC(=O)NCc3ccco3)c2=O)cc1	i	i
Cc1nc(NC(=O)CSc2nc(N)cc(N)n2)sc1C	i	i
CCc1ccc(NC(=O)C2C3CCC(O3)C2C(=O)O)cc1 (centres undefined)	i	i
O=C(CC1C(=O)NCCN1CC1CCCCC1)NCc1ccc(Cl)cc1 (centres undefined)	i	i
O=C(Nc1ccccc1N1CCCC1)c1ccc([N+](=O)[O-])o1	i	i
c1ccc(-c2cc(-c3ccncc3)nc3ccc4ccccc4c23)cc1	i	i
Cc1[nH]nc2c1C1(CCOCC1)C(C#N)=C(N)O2	i	i
Cn1cccc1Cc1nnc(SCC(=O)N2CCN(c3ccccc3)CC2)n1-c1ccc(F)cc1	i	i
COc1ccc(C(=O)Nc2cccc(C(=O)N3CCN(C)CC3)c2)cc1	i	i
O=C(N/C(=C/C=C/c1ccccc1)C(=O)N1CCOCC1)c1ccccc1Br	i	i
O=C(NC(=S)Nc1ccc(Oc2ccccc2)cc1)c1ccc(Cl)cc1	i	i
Cc1ccc(S(=O)(=O)Cn2nnnc2C(c2ccccn2)N2CCN(c3ccccc3)CC2)cc1 (centres undefined)	i	i
C=CCNC(=O)C1CC(=O)N(c2ccc(OCC(=O)Nc3cccc(OC)c3)cc2)C1 (centres undefined)	i	i
CN1CCN(Cc2c(C(=O)N/N=C/c3cccc(Br)c3)nnn2-c2nonc2N)CC1	i	i
COC(Cn1c(-c2cccc(S(=O)(=O)N(C)C)c2)n[nH]c1=S)OC	i	i
COc1ccc(C)cc1NC(=O)N1CCCc2ccccc21	i	i
COc1ccc(CC(NC(C)=O)C(=O)N2CCN(C(=O)Nc3cccc(F)c3)CC2)cc1OC (centres undefined)	i	i
CCOC(=O)COc1ccc2cc(C(=O)OCC)c(=O)oc2c1	i	i
CCc1ccccc1S(=O)(=O)Cc1ccc(C(=O)NCc2ccc3c(c2)OCO3)o1	i	i
C#CCSc1nnc(-c2ccc(O)cc2)o1	i	i
CN(C(=O)COC(=O)c1cc(=O)[nH]c2ccccc12)c1c(N)n(Cc2ccccc2)c(=O)[nH]c1=O	i	i
CCN(CC)S(=O)(=O)c1cccc(-c2n[nH]c(=S)n2Cc2ccccc2)c1	i	i
COc1ccccc1CNCc1cc(=O)oc2c(C)c(C)ccc12	i	i
COc1ccc(NC(=O)CN(c2cc(C)cc(C)c2)S(=O)(=O)c2c(C)n[nH]c2C)cc1	i	i
O=C(NCC1CCN(S(=O)(=O)c2ccccc2)CC1)Nc1ccc(F)cc1F	i	i
